NS3h inh CB: blocks HCV NS3 helicase binding to DNA; NS3h Cy5-dT15 DNA binding, fluorescence polarization; inhibition, % at 100 µM; hit rate 1.6% among 16,000;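 active means inhibition above the average over every tested compound plus 3 SD, cut at about 40% in these data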
Cy5 interf NS3h: counter-screen for HCV NS3 helicase inhibitors: fluorescence interference; hit rate 6% among 16,000; AID 720488; Cy5-dT15 DNA with NS3h; actives lie on both sides; signal over control mean, under 1 quenches; fluorescence interference ratio at 100 µM;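 active means compound fluorescence over control fluorescence at most 0.8, a quencher, or at least a set upper limit, an enhancer; inactive means ratio between 0.8 and the set upper limit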
* marks the source's active call; other numbers are inactive results.

1	COCCNC(=O)c1cnn2c(-c3ccccc3)cc(-c3ccccc3)nc12
2	COc1ccc(CNC(=O)c2cc(Cl)ccc2Cl)cc1
3	O=C1NC(=O)N(c2ccccc2)C(=O)/C1=C\c1ccc(-c2cccc(C(=O)O)c2)o1
4	CC1=C(C)CC2C(=O)N(c3ccc(-c4ccc([N+](=O)[O-])cc4)cc3)C(=O)C2C1 (stereo not drawn)
5	COc1cc(C=O)c(Br)cc1OCc1ccc(Cl)cc1Cl
6	CCOC(=O)c1ccc(-c2ccc(/C=C3\C(=O)N(c4ccc(S(N)(=O)=O)cc4)N=C3C)o2)cc1
Screen / compound no. | 1 | 2 | 3 | 4 | 5 | 6
NS3h inh CB | 19 | -6 | 51* | 10 | 2 | -2
Cy5 interf NS3h | 0.94 | 1.1 | 0.98 | 1.1 | 1.1 | 1

7	c1ccc(-n2ncc3c(N4CCN(C5CCCCC5)CC4)ncnc32)cc1
8	COC(=O)c1ccc(CSc2nc3ccccc3[nH]2)cc1
9	Cc1cc(=O)[nH]c(SCc2ccc(Cl)cc2Cl)n1
10	CC1CC(=O)NN=C1c1ccc(N(C)C)c([N+](=O)[O-])c1 (stereo not drawn)
11	COC(=O)c1cc(NC(=O)c2cccc3c(Br)cccc23)cc(C(=O)OC)c1
12	O=C1c2ccccc2S(=O)(=O)N1c1c(F)c(F)c(C(F)(F)F)c(F)c1F
Screen / compound no. | 7 | 8 | 9 | 10 | 11 | 12
NS3h inh CB | 4 | 5 | 7 | -2 | 1 | -3
Cy5 interf NS3h | 0.99 | 1 | 0.98 | 0.95 | 0.95 | 1.1

13	COc1ccc(/C=C2\C(=O)NC(=S)N(c3ccc(Br)cc3)C2=O)cc1
14	CCOC(=O)C1=C(C)N=C2SCCC(=O)N2C1c1ccc(OC)cc1 (stereo not drawn)
15	O=C(CCc1ccccc1)Nc1cc(Cl)c(Cl)cc1Cl
16	CC1=NN(c2nc(-c3ccccc3)cc(-c3ccc(C)cc3)n2)C(=O)C1
17	CCOC(=O)c1c(NC(=O)COc2c(C)cc(C)cc2C)sc(C(=O)Nc2ccccc2)c1C
18	Nc1nnc(CSCc2ccc(Cl)cc2Cl)s1
Screen / compound no. | 13 | 14 | 15 | 16 | 17 | 18
NS3h inh CB | 6 | 12 | 13 | -1 | 3 | 8
Cy5 interf NS3h | 1 | 1 | 1 | 1.1 | 0.96 | 0.99

The closing two entries of the part before lead into the next:
17	CCOC(=O)c1c(NC(=O)COc2c(C)cc(C)cc2C)sc(C(=O)Nc2ccccc2)c1C
18	Nc1nnc(CSCc2ccc(Cl)cc2Cl)s1
19	O=C1C(Nc2ccc(F)cc2)=CC(c2ccccc2[N+](=O)[O-])N1c1ccc(F)cc1 (stereo not drawn)
20	Cc1cc(NC(=O)CSc2nnc3c4ccccc4n(C(C)C)c3n2)no1
21	O=C1NC(=Nc2ccc(F)cc2)S/C1=C/c1ccc(Br)cc1
22	O=C(N/C(=C/c1cccs1)c1nc2ccccc2[nH]1)c1ccccc1
23	O=C(/C=C/c1cccc(C(F)(F)F)c1)Nc1ccc(Cl)cc1
24	O=C(CCCN1C(=O)/C(=C/c2cccc(Br)c2)SC1=S)NCCCN1CCOCC1
Screen / compound no. | 17 | 18 | 19 | 20 | 21 | 22 | 23 | 24
NS3h inh CB | 3 | 8 | 7 | 10 | 5 | 23 | 9 | 9
Cy5 interf NS3h | 0.96 | 0.99 | 1.1 | 0.95 | 0.94 | 1 | 0.95 | 0.82

25	COc1ccccc1/C=C1/SC(=S)N(CNc2ccc(C)c(Cl)c2)C1=O
26	CCOC(=O)c1c(NC(=O)c2cccs2)sc(C(=O)Nc2cc(C(F)(F)F)ccc2Cl)c1C
27	O=Nc1c(O)c2ccccc2c2ccc([N+](=O)[O-])cc12
28	CCN(CC)c1ccc(C(=O)Nc2ccc(Cl)c(Cl)c2)cc1
29	CCOC(=O)c1c(C)oc2cc(S(=O)(=O)O)c(O)cc12
30	COc1ccc2c(c1)C(NC(=O)C(F)(F)F)CC2=O (stereo not drawn)
Screen / compound no. | 25 | 26 | 27 | 28 | 29 | 30
NS3h inh CB | 4 | 4 | 15 | 8 | 15 | -2
Cy5 interf NS3h | 0.94 | 1.1 | 0.95 | 1 | 0.95 | 0.62*

In the list so far, these contain four or more nitrogen atoms:
1	COCCNC(=O)c1cnn2c(-c3ccccc3)cc(-c3ccccc3)nc12
7	c1ccc(-n2ncc3c(N4CCN(C5CCCCC5)CC4)ncnc32)cc1
10	CC1CC(=O)NN=C1c1ccc(N(C)C)c([N+](=O)[O-])c1 (stereo not drawn)
16	CC1=NN(c2nc(-c3ccccc3)cc(-c3ccc(C)cc3)n2)C(=O)C1
20	Cc1cc(NC(=O)CSc2nnc3c4ccccc4n(C(C)C)c3n2)no1
Screen / compound no. | 1 | 7 | 10 | 16 | 20
NS3h inh CB | 19 | 4 | -2 | -1 | 10
Cy5 interf NS3h | 0.94 | 0.99 | 0.95 | 1.1 | 0.95

Next section
31	O=C(Nc1cccnc1)N1CCOCC1
32	O=C1NC(=O)/C(=C\c2ccc(Oc3ccc(C(F)(F)F)cc3[N+](=O)[O-])c(Cl)c2)S1
33	Cc1occc1C(=O)NNC(=O)c1ccc(Cl)cc1
34	COc1ccccc1-c1c(C(F)(F)F)oc2cc(OC(=O)c3ccc(Cl)cc3)ccc2c1=O
35	O=C1CC(Cc2ccc(Br)cc2)C(=O)N1c1ccccc1 (stereo not drawn)
36	Cc1cccn2c(=O)c(/C=C3\SC(=S)N(CC4CCCO4)C3=O)c(NCCCn3ccnc3)nc12 (stereo not drawn)
Screen / compound no. | 31 | 32 | 33 | 34 | 35 | 36
NS3h inh CB | -10 | 12 | 1 | 5 | 7 | 9
Cy5 interf NS3h | 1 | 0.99 | 1.1 | 0.97 | 0.97 | 1.1

37	Cc1nc2cc(-c3cccc(F)c3)[nH]n2c(=O)c1Cl
38	COc1ccc(C(=O)OCCCN2C(=O)c3ccccc3C2=O)cc1
39	CCN(CC)C(=O)c1cc(-c2ccc(C)cc2)nc2ccccc12
40	COc1ccc2c(c1[N+](=O)[O-])CCC/C2=N/OC(=O)c1ccccc1
41	CCOC(=O)c1ccc(-n2c(C)cc(/C=C3\NC(=O)NC3=O)c2C)cc1
42	O=C(O)C1Cc2c([nH]c3ccccc23)C(c2ccccc2F)N1 (stereo not drawn)
Screen / compound no. | 37 | 38 | 39 | 40 | 41 | 42
NS3h inh CB | 6 | 9 | 11 | -4 | 0 | -8
Cy5 interf NS3h | 1.1 | 0.62* | 0.95 | 1.1 | 0.97 | 0.95

43	O=[N+]([O-])c1c(NC2CC2)ncnc1NC1CC1
44	O=C(NCCCO)C(=O)Nc1ccc(F)cc1
45	C/C(=N/N=C1\NC(=O)C(CC(=O)Nc2ccccc2)S1)c1ccc([N+](=O)[O-])cc1 (stereo not drawn)
46	CCOc1ccc(NC(=O)CN(c2ccc(Cl)cc2)S(C)(=O)=O)cc1
47	Cc1nc2ccccc2n1C(=O)c1ccc(Cl)cc1[N+](=O)[O-]
48	O=C1c2cccc([N+](=O)[O-])c2C(=O)N1c1ccccn1
Screen / compound no. | 43 | 44 | 45 | 46 | 47 | 48
NS3h inh CB | 10 | 3 | 3 | 2 | 4 | 3
Cy5 interf NS3h | 0.98 | 1.1 | 0.87 | 1.1 | 1 | 1

49	COc1cc(OC)cc(C(=O)Nc2cc(C)ccc2C)c1
50	CCc1cc(C)cc(OCCOc2cccc(/C=c3\sc4nc5ccccc5n4c3=O)c2)c1
51	CCOc1c(Br)cc(/C=C(\C#N)c2nn(-c3ccccc3)c(N)c2C#N)cc1OC
52	Cc1cccc(N2C(=O)NC(=O)/C(=C\c3ccc(OCc4cccc(C(=O)O)c4)cc3)C2=O)c1
53	O=C(NNC(=O)c1ccccc1[N+](=O)[O-])c1ccc(NC(=O)c2ccccc2[N+](=O)[O-])cc1
54	Cc1c(NC(=O)c2ccc(-c3ccc(Cl)cc3Cl)o2)cccc1-c1nc2ncccc2o1
Screen / compound no. | 49 | 50 | 51 | 52 | 53 | 54
NS3h inh CB | 10 | -1 | 4 | 16 | 1 | -18
Cy5 interf NS3h | 0.99 | 1 | 0.98 | 1.3* | 0.96 | 1

55	O=C(Nc1ccc(Cl)c(Cl)c1)c1ccc2c(c1)OCCO2
56	CSc1ccc(C(C2=C(O)CC(C)(C)CC2=O)C2C(=O)CC(C)(C)CC2=O)cc1 (stereo not drawn)
57	COc1ccc(C(=O)N/C(=C\c2ccc(OC)c(OC)c2)C(=O)N2CCN(C)CC2)cc1
58	COc1ccccc1N(CC(=O)Nc1ccc(C)cc1C)S(=O)(=O)c1ccccc1
59	Clc1ccc(-c2ncc(-c3ccccc3)o2)cc1
60	COC(=O)C1=C(C)N(c2ccccc2F)C(=O)/C1=C\c1cccc(OC)c1
Screen / compound no. | 55 | 56 | 57 | 58 | 59 | 60
NS3h inh CB | 39 | 6 | 4 | 8 | 14 | 5
Cy5 interf NS3h | 1.1 | 0.95 | 0.95 | 1.1 | 0.98 | 0.99

Quoted at random: six records from the list
57	COc1ccc(C(=O)N/C(=C\c2ccc(OC)c(OC)c2)C(=O)N2CCN(C)CC2)cc1
60	COC(=O)C1=C(C)N(c2ccccc2F)C(=O)/C1=C\c1cccc(OC)c1
55	O=C(Nc1ccc(Cl)c(Cl)c1)c1ccc2c(c1)OCCO2
59	Clc1ccc(-c2ncc(-c3ccccc3)o2)cc1
56	CSc1ccc(C(C2=C(O)CC(C)(C)CC2=O)C2C(=O)CC(C)(C)CC2=O)cc1 (stereo not drawn)
58	COc1ccccc1N(CC(=O)Nc1ccc(C)cc1C)S(=O)(=O)c1ccccc1
Screen / compound no. | 57 | 60 | 55 | 59 | 56 | 58
NS3h inh CB | 4 | 5 | 39 | 14 | 6 | 8
Cy5 interf NS3h | 0.95 | 0.99 | 1.1 | 0.98 | 0.95 | 1.1

The listing continues.
61	c1ccc(-c2nnc(NCc3nc4ccccc4[nH]3)c3ccccc23)cc1
62	O=C(NCCNc1ccc(Cl)cc1[N+](=O)[O-])c1ccccc1Cl
63	Cc1cccc(C)c1NC(=O)c1ccc(I)cc1
64	OCCNCCOc1ccc(Br)cc1
Screen / compound no. | 61 | 62 | 63 | 64
NS3h inh CB | -3 | 17 | 14 | -10
Cy5 interf NS3h | 0.97 | 0.98 | 0.89 | 0.99

Screens deposited in PubChem by Milwaukee Institute for Drug Discovery.
